Screening data as filed in PubChem.
ERa SRC1 pot – enhances coactivator binding to human estrogen receptor alpha. P03372. TR-FRET ERalpha-LBD/SRC-Cy5 coactivator binding, 2 h; 100 = basal binding, no effect. coactivator binding (% of control), % at 25.6 µM. hit rate 1.3% among 86,000; in the data active = activity above about 200%;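 note: binding measured in presence of low estradiol as agonist stimulus; 0% = peptide alone without receptor and 100% = receptor with peptide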
MT1-MMP txn act – activates MT1-MMP transcription | HT1080 MT1-MMP promoter luciferase reporter, luminescence, overnight; stronger effect = higher value | hit rate 0.16% among 86,000 | activation factor at 10 µM | AID 750;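 active = activation factor of at least 2 for MT1-MMP transcription at 10 µM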
H69AR growth 86K – growth inhibitors of human H69AR lung tumor cells; H69AR lung tumor viability, ATP luminescence, 72 h; stronger effect = lower value; viability, % at 10 µM; hit rate 6% among 85,000;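 active = viability at or below 40%; inactive = viability above 40%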;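 note: multidrug resistant small cell line overexpressing MRP-1 efflux transporter; 100% = mean luminescence of untreated control wells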
Lung fibro prol – blocks proliferation of human lung fibroblasts | AID 719 | viability, % at 10 µM | hit rate 1.1% among 85,000 | LL 47 human lung fibroblast viability, ATP luminescence; stronger effect = lower value;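 active = viability at or below 50% in the single dose screen; inactive = viability above 50%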;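 note: compound exposure lasted 72 h before the ATP readout; 100% = median luminescence of untreated cell-only wells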
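Assay system: human lung fibroblast line LL 47, low passage. Input: 1,150 fibroblasts seeded per well. Times: overnight cell rest, 72 h compound treatment at 37 °C. Evaluation: % viability of median cell-only signal. Technique: luminescent ATP detection, CellTiter-Glo. Control set: cell-only wells, no compound.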
ERa SRC1 inh – blocks coactivator binding to human estrogen receptor alpha; inhibition, % at 25.6 µM; TR-FRET ER-alpha LBD / SRC-1 peptide, estradiol-bound; hit rate 1.7% among 86,000; P03372; in the data active = inhibition above about 50%;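 note: 0% = receptor plus peptide control and 100% = peptide only without receptor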
HUVEC prolif 384 – blocks proliferation of human endothelial cells | HUVEC proliferation, CellTiter-Glo luminescence, 72 h; stronger effect = lower value | viability, % at 10 µM (by protocol) | hit rate 1.1% among 86,000;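 active = viability at or below 30%; inactive = viability above 30%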;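 note: 100% = median luminescence of DMSO-only cell control wells on each plate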
Mac1 fbg enh – enhancers of human CD11b/CD18 binding to fibrinogen; P05107+P11215; activation, % at 10 µM; hit rate 0.07% among 93,000; K562 CD11b/CD18 adhesion to fibrinogen, ATPlite luminescence;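 active = 10 µM primary screen giving 50% or more activity, confirmed by 40% or more on retest at that dose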; note: strong numbers were not always called active
Smad3 FoxH1 inh – Smad3 (human) transcription factor binding inhibition; TR-FRET Smad3/Dy647-FoxH1 peptide binding, europium anti-His; P84022; AID 630; hit rate 0.29% among 88,000; inhibition, % at 25 µM;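 active = compounds that reduce the energy-transfer binding signal between the protein and its labelled peptide by more than half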;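 note: 0% = Smad3 plus labelled peptide maximal FRET and 100% = peptide-only background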
Target sequence (P84022 whole entry, looked up): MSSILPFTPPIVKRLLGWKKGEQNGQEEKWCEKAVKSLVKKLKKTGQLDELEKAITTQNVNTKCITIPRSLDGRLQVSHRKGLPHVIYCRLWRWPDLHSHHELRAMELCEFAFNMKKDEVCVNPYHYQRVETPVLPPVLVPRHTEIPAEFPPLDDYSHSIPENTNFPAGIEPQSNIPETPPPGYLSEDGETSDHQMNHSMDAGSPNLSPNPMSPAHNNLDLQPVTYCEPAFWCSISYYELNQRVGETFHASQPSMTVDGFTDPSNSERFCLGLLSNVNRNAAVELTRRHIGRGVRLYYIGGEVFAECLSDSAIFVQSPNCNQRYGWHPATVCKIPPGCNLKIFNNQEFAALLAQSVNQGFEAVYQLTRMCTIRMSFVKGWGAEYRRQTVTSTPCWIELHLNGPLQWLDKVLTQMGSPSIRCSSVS
ERb SRC1 inh – ER-beta (human) coactivator binding inhibition; AID 633; hit rate 1.3% among 86,000; TR-FRET ER-beta LBD / SRC1-Cy5 peptide binding; receptor agonist-loaded with 1 µM estradiol; Q92731; inhibition, % at 25.6 µM;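 active = compounds whose percent inhibition of the receptor-coactivator binding signal exceeds about 50% in the single-dose screen, limit read from the data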;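 note: 0% = receptor plus peptide wells without compound and 100% = peptide-only wells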
Target sequence (Q92731 whole entry, looked up, the tested form may be a part): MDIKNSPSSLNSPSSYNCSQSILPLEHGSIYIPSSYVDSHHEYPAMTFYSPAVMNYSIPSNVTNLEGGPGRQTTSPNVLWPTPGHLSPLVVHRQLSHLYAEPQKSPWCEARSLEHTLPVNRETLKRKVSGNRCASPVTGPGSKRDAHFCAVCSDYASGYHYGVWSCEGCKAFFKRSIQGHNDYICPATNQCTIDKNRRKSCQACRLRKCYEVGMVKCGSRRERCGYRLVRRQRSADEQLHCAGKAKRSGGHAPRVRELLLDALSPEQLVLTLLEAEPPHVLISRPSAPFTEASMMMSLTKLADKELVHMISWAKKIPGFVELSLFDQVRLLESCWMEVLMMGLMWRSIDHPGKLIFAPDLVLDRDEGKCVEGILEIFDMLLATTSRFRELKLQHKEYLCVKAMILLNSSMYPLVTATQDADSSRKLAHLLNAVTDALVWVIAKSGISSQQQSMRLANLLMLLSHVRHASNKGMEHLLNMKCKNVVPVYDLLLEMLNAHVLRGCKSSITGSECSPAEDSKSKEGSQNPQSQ
* = called active by the depositor; / = not tested or not shown; [ ] = dose if it differs, or a comment.

Every second line gives: ERa SRC1 pot	MT1-MMP txn act	H69AR growth 86K	Lung fibro prol	ERa SRC1 inh	HUVEC prolif 384	Mac1 fbg enh	Smad3 FoxH1 inh	ERb SRC1 inh
> O=C1CC(c2ccc(S(=O)(=O)Nc3cc(C(F)(F)F)cc(C(F)(F)F)c3)cc2)CN1 (centres undefined)
 : 106	1.1	98	100	7	83	-2	6	2[fluorescence artefact?]
> Cn1c(=O)oc2cc(S(=O)(=O)NCCC(=O)NCCc3ccccc3)ccc21
 : 122[fluorescence artefact?]	1.1	95	92	2	85	2	-4	-2
> COc1cccc(OC)c1-c1nn2c(-c3ccco3)nnc2s1
 : 126[fluorescence artefact?]	1.6	57	87	38[fluorescence artefact?]	75	0	2	29
> O=C(CSc1nnc(C2CCCCC2)n1Cc1ccccc1)NCc1ccco1
 : 120	1.2	72	90	6	105	-4	6	2
> c1ccc2sc(C3CCN(Cc4nnnn4Cc4ccc5c(c4)OCO5)CC3)nc2c1
 : 104	1.1	46	108	-5	75	/	2	-7
> CC(C)(C)C(=O)Nc1ncc(C(F)(F)F)cc1Cl
 : 101	1	106	98	-22	90	11	0	-12
> C/C=C(\C)c1nnc(NC(=O)OCC)s1
 : 104	1.2	91	99	0	88	4	-6	-1
> COC(=O)CN1C(=O)C(C)(C)Oc2ccc(C(=O)NC3CC3)cc21
 : 122	0.9	90	101	-12	107	-4	-1	-5[fluorescence artefact?]
> CCc1ccc(OCC(O)CN2CCN(c3ccccc3)CC2)cc1 (centres undefined)
 : 113	1.2	105	98	-11	108	-2	19	0
> CN(CC(=O)NCc1ccccc1)S(=O)(=O)c1cnc[nH]1
 : 102	1.1	98	99	0	99	-4	-1	-12
> COc1ccc(N2CCN(C(=O)c3c(-c4ccccc4)noc3C)CC2)cc1
 : 126[fluorescence artefact?]	1	106	96	0	106	/	10	-13
> CCOC(=O)CN(C(=O)CSc1nnc(-c2ccncc2)n1CCCOC)c1ccccc1
 : 102	1.2	95	98	2	103	/	3	-4
> COc1cc(C(=O)Nc2nncs2)cc(OC)c1OC
 : 104	1	91	100	1	96	-2	5	-2[fluorescence artefact?]
> CCOC(=O)C1CCCN(S(=O)(=O)c2ccc(OC)cc2)C1 (centres undefined)
 : 82	1.1	108	106	18	103	-1	2	0[fluorescence artefact?]
> COC(=O)c1ccc(-n2nnnc2SCC(=O)N2CCCCC2)cc1
 : 114	1.1	93	98	4	95	-3	-5	-2
> Cc1nc(N2CCN(C(c3ccccc3)c3ccccc3)CC2)[nH]c(=O)c1C
 : 109[fluorescence artefact?]	1.2	85	91	3[fluorescence artefact?]	86	-1	3	-2[fluorescence artefact?]
> CCOc1ccc(-c2c[n+](=O)c3c(n2[O-])CCCC3)c(OCC)c1
 : 96	1.2	86	98	-1	92	-3	5	-10
> O=C(Nc1ccccc1)C1=C(O)CC(c2ccoc2)CC1=Nc1ccccc1 (centres undefined)
 : 86	1.2	66	81	8	87	-3	7	11
> CC1CN(CC(O)COc2ccc(C(C)C)cc2)CC(C)O1 (centres undefined)
 : 81[fluorescence artefact?]	1	61	94	-1	95	2	13	13
> COc1ccc(NC(=O)N2CCC(NC(=O)c3ccco3)CC2)cc1
 : 96	1.1	96	102	-38	92	-2	20	-20

Some of the entries so far, with each value named.
mol: O=C(CSc1nnc(C2CCCCC2)n1Cc1ccccc1)NCc1ccco1
  ERa SRC1 pot: 120	MT1-MMP txn act: 1.2	H69AR growth 86K: 72	Lung fibro prol: 90	ERa SRC1 inh: 6	HUVEC prolif 384: 105	Mac1 fbg enh: -4	Smad3 FoxH1 inh: 6	ERb SRC1 inh: 2
mol: COc1cccc(OC)c1-c1nn2c(-c3ccco3)nnc2s1
  ERa SRC1 pot: 126[fluorescence artefact?]	MT1-MMP txn act: 1.6	H69AR growth 86K: 57	Lung fibro prol: 87	ERa SRC1 inh: 38[fluorescence artefact?]	HUVEC prolif 384: 75	Mac1 fbg enh: 0	Smad3 FoxH1 inh: 2	ERb SRC1 inh: 29
mol: CCOC(=O)CN(C(=O)CSc1nnc(-c2ccncc2)n1CCCOC)c1ccccc1
  ERa SRC1 pot: 102	MT1-MMP txn act: 1.2	H69AR growth 86K: 95	Lung fibro prol: 98	ERa SRC1 inh: 2	HUVEC prolif 384: 103	Mac1 fbg enh: /	Smad3 FoxH1 inh: 3	ERb SRC1 inh: -4
mol: CC1CN(CC(O)COc2ccc(C(C)C)cc2)CC(C)O1 (centres undefined)
  ERa SRC1 pot: 81[fluorescence artefact?]	MT1-MMP txn act: 1	H69AR growth 86K: 61	Lung fibro prol: 94	ERa SRC1 inh: -1	HUVEC prolif 384: 95	Mac1 fbg enh: 2	Smad3 FoxH1 inh: 13	ERb SRC1 inh: 13

(further entries)
Every second line gives: ERa SRC1 pot	MT1-MMP txn act	H69AR growth 86K	Lung fibro prol	ERa SRC1 inh	HUVEC prolif 384	Mac1 fbg enh	Smad3 FoxH1 inh	ERb SRC1 inh
> Cc1cc(Br)ccc1NC(=O)CNC(=O)CSc1n[nH]c(N)n1
 : 101	1	98	98	-8	91	1	7	5[fluorescence artefact?]
> Fc1ccc(CN(Cc2ccccc2)C(c2cccs2)c2nnnn2C2CCCCC2)cc1 (centres undefined)
 : 81	/	84	95	-6	103	-4	0	-5
> CCn1cnc2sc(C(=O)N3CCN(Cc4ccc5c(c4)OCO5)CC3)c(C)c2c1=O
 : 85	1	88	104	4	97	-2	2	6
> CCC(=O)N1CCc2cc(Br)cc(S(=O)(=O)C3(C(=O)OC)CC3)c21
 : 134	1.1	62	86	30	95	2	15[fluorescence artefact?]	15
> COc1ccc(NC(=O)C(CCS(C)(=O)=O)N2C(=O)c3ccccc3C2=O)cc1 (centres undefined)
 : 98	1.2	98	101	-3	99	-1	23[fluorescence artefact?]	1
> Cc1ccc(-n2cc3c(=O)n(C)c(=O)n(C)c3c2)cc1C
 : 111	1.2	99	112	18[fluorescence artefact?]	82	-1	7	-5[fluorescence artefact?]
> COC(=O)c1ccccc1NC(=O)CSc1nnc(Cc2ccc(Cl)cc2)o1
 : 93	1	94	99	-2	108	2	8	7
> O=C(NCC1CCCO1)C1CCN(C(=O)c2ccc(Cl)cc2)CC1 (centres undefined)
 : 107	1.1	95	98	-25	105	1	13	-23[fluorescence artefact?]
> CCCN(c1ccc(OCC)cc1)S(=O)(=O)c1ccc2c(c1)CCN2C(=O)CCC(=O)O
 : 98	1	61	96	-3	91	/	-6	-11
> CCOC(=O)c1[nH]c2ccccc2c1NC(=O)C1CCCCC1
 : 140[fluorescence artefact?]	1.1	69	82	0	60	/	-21	7[fluorescence artefact?]
> CN=C(C)c1c(O)c2ccccc2oc1=O
 : 105	1.2	87	100	1	102	-3	1	4
> c1csc(C2=Nn3c(nnc3-c3ccncc3)SC2)c1
 : 72	1.3	78	97	4[fluorescence artefact?]	68	/	17	0
> CNC(=O)C1C2C=CC3(O2)C1C(=O)N(CCOC)C3C(=O)NCc1ccc(OC)cc1 (centres undefined)
 : 132	1	90	91	-11	109	-2	7	9
> CC(=O)N(CC1CCCO1)c1nnc(-c2ccccn2)s1 (centres undefined)
 : 93	1.1	93	97	-11	95	-2	-4	3
> CCOc1ccc2nc(NCCO)[nH]c2c1
 : 127	1	100	98	-31	98	0	1	2
> Cc1cc(C)c2c(CC(=O)N(CCC#N)Cc3cccnc3)coc2c1
 : 114	1	80	97	-3	101	6	-7	-2
> CCC(C)C(NC(=O)C1CCC(C)CC1)C(=O)NCc1ccccn1 (centres undefined)
 : 113	1.2	/	/	5[fluorescence artefact?]	/	4	1	-2[fluorescence artefact?]
> O=C(CN1CCC(C(=O)c2ccc(F)cc2)CC1)Nc1ccc(F)cc1
 : 110[fluorescence artefact?]	1.3	87	107	-9	77	/	6	-4
> O=C(OCCNC(=O)c1ccc2ccccc2n1)c1ccc(F)cc1
 : 87	1	109	102	-3	103	/	-9	-1
> CC(NC(=O)c1ccccc1)C(=O)NC1=NCCS1 (centres undefined)
 : 101[fluorescence artefact?]	1.1	65	99	4	100	-2	0	-1

2 consecutive records from above, for reference:
Every second line gives: ERa SRC1 pot	MT1-MMP txn act	H69AR growth 86K	Lung fibro prol	ERa SRC1 inh	HUVEC prolif 384	Mac1 fbg enh	Smad3 FoxH1 inh	ERb SRC1 inh
> Cc1cc(Br)ccc1NC(=O)CNC(=O)CSc1n[nH]c(N)n1
 : 101	1	98	98	-8	91	1	7	5[fluorescence artefact?]
> Fc1ccc(CN(Cc2ccccc2)C(c2cccs2)c2nnnn2C2CCCCC2)cc1 (centres undefined)
 : 81	/	84	95	-6	103	-4	0	-5

Other compounds follow.
Every second line gives: ERa SRC1 pot	MT1-MMP txn act	H69AR growth 86K	Lung fibro prol	ERa SRC1 inh	HUVEC prolif 384	Mac1 fbg enh	Smad3 FoxH1 inh	ERb SRC1 inh
> O=[N+]([O-])c1ccc(-c2nnc(CSc3nc(-c4ccccc4)nc4ccc(F)cc34)o2)cc1
 : 151	1.3	73	85	-27	78	/	2	-22
> Nc1nc(CSc2ncn(-c3ccccc3)n2)cs1
 : 119	1.1	84	104	-7	102	1	-1	1
> COc1cc(C(=O)N2CCN(c3ncnc4sc(C)c(C)c34)CC2)cc(OC)c1OC
 : 123	1.1	81	96	4	92	-12	-5	0[fluorescence artefact?]
> COCc1c(C(=O)OCC(=O)c2c(N)n(CC(C)C)c(=O)n(C)c2=O)oc2ccccc12
 : 111	1.1	79	79	-2	67	5	-1	-5
> Cc1nn(-c2ccccc2)c(Cl)c1C(=O)Nc1nnc(C2CCCC2)s1
 : 98	1.1	93	101	8	85	6	9	5
> O=S(=O)(c1ccccc1)c1nc(-c2ccccc2Cl)oc1NCCN1CCOCC1
 : 107	1	94	93	6	92	3	3	-1[fluorescence artefact?]
> Cc1nc2cc(NC(=O)Nc3nccs3)ccc2n1C
 : 67	0.9	78	110	18	102	-4	1	15
> COc1ccc(S(=O)(=O)N2CCN(C(=O)c3c(-c4ccccc4)noc3C)CC2)cc1
 : 90	1.1	86	96	-4	92	-4	3	-7
> Cc1cc(NC(=O)c2noc3c2CCCC3)no1
 : 114	1.3	106	97	-9	101	2	-5	-1[fluorescence artefact?]
> COC(=O)c1cn(CCOc2ccccc2)c2ccccc12
 : 100	1.6	101	87	0	74	-1	4	-5
> COc1ccc(CNC(=O)CS(=O)Cc2nc(-c3ccccc3C)oc2C)cc1 (centres undefined)
 : 87[fluorescence artefact?]	1	99	92	-8	92	-1	-7	-15
> CCOC(=O)C1=C(O)/C(=C/c2cc(OC)c(OC)c(OC)c2)N=C1C
 : 109[fluorescence artefact?]	1.1	75	92	-17[fluorescence artefact?]	78	2	9	-9
> COc1ccc2cc(CCNC(=O)C3CCCC3)c(=O)[nH]c2c1
 : 92	1.1	111	109	6	123	-5	-4	5

The list is partial, so the mix of outcomes need not match the whole.
